CHO parental Ca: counter-screen: ATP calcium response change in parental CHO cells; parental CHO-K1, ATP-induced calcium, Fluo-8 fluorescence; inhibition, % at 5.6 µM; hit rate 0.63% among 330,000; AID 463079;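 active means inhibition above that plate's mean sample inhibition plus 3 SD, cut at about 26% in these data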;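 further: 0% = ATP-challenged DMSO wells and 100% = DMSO wells without ATP; some compounds past the cut are filed as inactive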
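Test system: untransfected parental CHO cell line; also added: ATP stimulus; dosing: 5.6 µM, single dose; signal: calcium-sensitive Fluo-8 fluorescence; measure: percent inhibition of ATP-evoked calcium rise, normalized to controls; benchmarks: low control ATP plus DMSO, high control DMSO only; replication: one well per compound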
TAAR1 agonist: human TAAR1 agonism; activation, % at 3 µM; Q96RJ0; CHO RD-HGA16 TAAR1, Fluo-8 calcium fluorescence; vehicle wells 0%, saturating PEA agonist 100%; hit rate 0.99% among 360,000;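 active means activation above the mean activation of all test compounds in the run plus 3 SD, cut at about 38% in these data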
Target sequence (Q96RJ0 whole entry, looked up): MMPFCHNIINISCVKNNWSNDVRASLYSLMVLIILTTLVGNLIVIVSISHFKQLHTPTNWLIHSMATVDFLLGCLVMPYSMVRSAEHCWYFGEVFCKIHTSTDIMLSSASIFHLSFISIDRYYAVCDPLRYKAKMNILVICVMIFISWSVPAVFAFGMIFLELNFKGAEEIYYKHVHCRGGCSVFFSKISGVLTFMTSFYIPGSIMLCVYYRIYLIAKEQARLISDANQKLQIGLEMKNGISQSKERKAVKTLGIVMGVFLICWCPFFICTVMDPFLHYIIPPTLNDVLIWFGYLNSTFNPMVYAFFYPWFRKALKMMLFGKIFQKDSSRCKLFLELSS
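Assay system – CHO-derived RD-HGA16 cells with stable Gα16 and human TAAR1 · Compound dosing – one-point dosing at 3 µM (nominal) · Incubation – 17-24 h seeding, 75 min 37 °C dye, 30 min RT · Measured by – kinetic Fluo-8 calcium fluorescence · Control set – DMSO vehicle as 0%, PEA at EC100 as 100% · Repeats – single well for each compound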
CHO-K1 Ca ag: counter-screen for M1 agonists: effect in parental CHO-K1 cells; activation, % at 3 µM; Fluo-8 calcium fluorescence; scaled to maximal ATP response, vehicle zero; hit rate 0.48% among 360,000; in the data active means activation above about 15%;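 further: untransfected CHO-K1 host cells lacking M1 receptor as counterscreen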
CHRM1 agonist: agonists of human M1 muscarinic receptor; P11229; CHO-K1 hM1, Fluo-8 calcium fluorescence, agonist mode; 0% DMSO, 100% acetylcholine EC100; activation, % at 3 µM; hit rate 0.33% among 360,000; AID 588814;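 active means activation above the run's mean compound activation plus 3 SD, cut at about 16% in these data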;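 further: peak over basal fluorescence ratio within a 140 s kinetic read after compound addition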
OXTR potentiate: human OXTR potentiation; activation, % at 3 µM; hit rate 0.061% among 320,000; AID 2445; CHO-OTR cells, Fluo-8 calcium fluorescence, potentiator mode; 0% = oxytocin EC15, 100% = EC100; P30559;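 active means activation above that plate's cutoff, the mean activation of tested compounds plus 3 SD, cut at about 6.6% in these data, passing the limit was not always enough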;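 further: 100% uses oxytocin at 75 nM as the full agonist control; some results filed as inactive read as strong as hits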
Target sequence (P30559 whole entry, looked up): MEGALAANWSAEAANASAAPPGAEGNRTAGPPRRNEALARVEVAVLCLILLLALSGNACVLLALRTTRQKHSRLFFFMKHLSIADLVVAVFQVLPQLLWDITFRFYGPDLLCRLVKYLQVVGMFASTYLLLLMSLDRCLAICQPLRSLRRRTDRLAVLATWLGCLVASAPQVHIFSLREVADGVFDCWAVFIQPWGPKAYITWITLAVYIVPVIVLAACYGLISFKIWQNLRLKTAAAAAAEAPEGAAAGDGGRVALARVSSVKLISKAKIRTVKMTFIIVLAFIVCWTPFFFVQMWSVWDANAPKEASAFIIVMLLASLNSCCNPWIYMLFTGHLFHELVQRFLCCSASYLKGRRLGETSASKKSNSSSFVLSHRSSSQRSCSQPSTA
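Replication – single well per compound, singlicate · Assay system – CHO cell line stably expressing human OTR · Timing – 6 min pre-incubation, 100 s read · Measure – normalized max/min fluorescence ratio, % activation · Doses – 3.0 µM, one dose · Detection – Fluo-8 calcium dye fluorescence · Probe or stimulus – oxytocin near EC15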
CHO-K1 Ca antag: nonselective inhibitor or artifact in parental CHO-K1 cells. inhibition, % at 3 µM. hit rate 0.6% among 360,000. AID 602250. ATP-induced calcium, Fluo-8 fluorescence;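 active means inhibition above a per-plate cutoff, the plate's mean sample inhibition plus 3 SD, cut at about 24% in these data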;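 further: 0% = DMSO plus EC80 ATP and 100% = DMSO alone without ATP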
V1aR counter: activates human V1a receptor in oxytocin agonist counter-screen. hit rate 0.25% among 320,000. CHO-V1R cells, Fluo-8 calcium fluorescence, agonist mode; 0% DMSO, 100% 3 nM vasopressin. P37288. activation, % at 3 µM;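 active means activation above the mean activation of all tested compounds plus 3 SD, per screening run, cut at about 20% in these data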;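 further: signal is peak over basal fluorescence ratio across a 100 second FLIPR read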
TAAR1 antagonist: human TAAR1 antagonism; Q96RJ0; CHO RD-HGA16 TAAR1, Fluo-8 calcium fluorescence, antagonist; inhibition, % at 3 µM; hit rate 1.5% among 360,000; AID 624466;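 active means inhibition above a per-plate cutoff, the mean inhibition of test compounds on that plate plus 3 SD, cut at about 49% in these data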;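 further: 0% = DMSO plus EC80 beta-PEA response and 100% = DMSO alone without agonist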
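test system = CHO RD-HGA16 cells bearing hTAAR1 | replication = singlicate | controls = DMSO-only wells and EC80 β-PEA-stimulated wells | reagent = EC80 β-phenethylamine stimulus | read-out basis = percent inhibition of PEA-evoked calcium signal, max/basal emission ratio | schedule = seeding 17-24 h prior, 75-min 37 °C, 30-min RT dye loading | signal = kinetic Fluo-8 calcium fluorescence measurement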
CHO-K1 Ca PAM: counter-screen for M1 PAMs: effect in parental CHO-K1 cells; activation, % at 3 µM; hit rate 0.02% among 360,000; ATP EC20, Fluo-8 calcium fluorescence; 0% at ATP EC20, 100% at ATP max;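 active means activation above the run cutoff, the mean activation of all test compounds plus 3 SD, cut at about 40% in these data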;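 further: peak over basal fluorescence ratio in a 140 s read after ATP addition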
Numbers without * were called inactive; nt = not tested or not shown.

SMILES	CHO parental Ca	TAAR1 agonist	CHO-K1 Ca ag	CHRM1 agonist	OXTR potentiate	CHO-K1 Ca antag	V1aR counter	TAAR1 antagonist	CHO-K1 Ca PAM
COc1ccc(C(=O)CSc2nnc(-c3cc4ccccc4cc3O)n2Cc2ccco2)cc1	-21	2	1.4	-6	-19	5	-0.7	31	12
COc1ccccc1C(=O)Nc1ccc(S(=O)(=O)N2CCCCC2c2cccnc2)cc1 (configuration not stated)	-11	5	5.4	-3	-4	-7	2.5	16	15
Cc1noc(C)c1CSc1nnc2n(-c3ccccc3)c(=O)c3ccccc3n12	-22	16	0.0	-2	-5	-6	-1.5	-20	11
CC(=O)c1cc(-c2ccccc2)n(CC(=O)Nc2cc(C)cc(C)c2)c1C	-12	4	0.0	-3	8	6	-0.5	-21	8
CCCN(CCC)C(=O)c1ccc2c(c1)N(Cc1ccccc1)C(=O)CS2=O (configuration not stated)	-25	0	0.8	-5	0	-5	-0.7	0	0
CC(C)c1ccc2nc(N)sc2c1	-5	-1	1.1	-2	2	-8	0.0	-6	17
COc1cc(OC)cc(C2=Cc3ccccc3C(CC(=O)c3ccco3)N2c2ccc(-c3cncnc3)cc2)c1 (configuration not stated)	nt	1	1.2	nt	nt	-16	nt	-15	7
Cc1nc(SCc2nc3ccccc3[nH]2)c2oc3ccccc3c2n1	-33	13	3.3	-3	1	-6	-0.2	16	20
CCc1nc(SCC(=O)NNC(=O)C2CCCCC2)c2ccccc2n1	-4	-1	-0.1	-5	7	-4	1.1	2	10
CC1CCCCN1S(=O)(=O)c1ccc(NC(=O)c2ccco2)cc1 (configuration not stated)	-5	13	0.8	2	-2	6	1.0	11	-6
Cc1ccc(CNC(=O)C2(S(=O)(=O)c3ccccc3)CC=CC2)cc1	-14	nt	-0.3	-7	-7	-12	-1.2	nt	8
O=C(NCc1ccco1)c1nnc(Cc2ccc(Cl)cc2)o1	-14	-2	0.1	-5	0	-3	-0.7	-20	20
COc1ccc(-n2nc(C(=O)NCC(=O)N3CCCC3)c3ccccc3c2=O)cc1Cl	-7	3	2.8	-5	-7	-19	0.7	-11	14
COCC(=O)NNC(=S)Nc1cccc(C)c1C	-5	8	-0.5	1	2	-4	-0.1	2	-15
Cc1nn(C)cc1S(=O)(=O)N1CCN(Cc2ccc(F)cc2Cl)CC1	0	3	1.0	-7	-8	5	1.3	0	0
O=C(Nc1cccc(S(=O)(=O)N2CCOCC2)c1)C(c1ccccc1)N1CCCCC1 (configuration not stated)	1	0	2.7	-14	-3	1	-0.9	0	10
O=C(NN1C(=O)C2C(C1=O)C1C=CC2C12CC2)c1ccncc1 (configuration not stated)	1	16	0.2	-6	-4	-17	0.0	5	22
CC(C)=CC(=O)Nc1ccc(OCc2ccccc2)cc1	-9	0	2.6	-6	-12	-8	1.1	12	20
Cc1ccc(-n2c(N)c(S(=O)(=O)c3ccccc3)c3nc4ccccc4nc32)cc1	-2	3	0.1	-5	-2	-3	1.6	13	21
COc1ccc(NC(=O)CSc2nnnn2C)c([N+](=O)[O-])c1	-7	1	-0.1	-14	-1	-11	0.3	7	-4
COc1ccccc1-c1nnc(-c2ccc(F)cc2)o1	-17	4	3.6	-5	8	0	-0.2	-5	9
N=c1c(S(=O)(=O)c2ccccc2)cc2c(=O)n3ccccc3nc2n1C1CCCC1	-17	0	0.7	13	-11	-6	0.1	-2	-20
N#Cc1c(NC(=O)c2cnccn2)sc2c1CCCC2	-16	20	0.1	-8	-5	-11	6.6	-12	17
CCOC(=O)c1nnn(-c2nonc2N)c1CNc1ccc(C)c(Br)c1	-31	6	0.3	-7	-8	-12	0.3	8	17
CC(=O)Nc1cc(-c2ccc(Cl)cc2)[nH]n1	-2	4	1.3	-3	-9	-14	1.2	0	13
Other entries follow:
SMILES	CHO parental Ca	TAAR1 agonist	CHO-K1 Ca ag	CHRM1 agonist	OXTR potentiate	CHO-K1 Ca antag	V1aR counter	TAAR1 antagonist	CHO-K1 Ca PAM
CC1CC2(CCCC2)N(C(=O)c2ccccc2)Cc2ccccc21 (configuration not stated)	-24	5	0.7	-3	-2	-3	-0.8	16	8
O=S1(=O)CC/C(=N/Nc2ccccn2)c2cc(F)ccc21	-13	18	0.8	-1	-2	-6	1.1	-9	3
O=C(NCc1ccccc1)N1CCN(c2ccc(Cl)c(Cl)c2)CC1	42*	95*	5.7	1	-30	0	10	101*	15
CC(NC(=O)OC(C)(C)C)C(=O)Oc1ccc2ccc(=O)oc2c1 (configuration not stated)	0	2	0.7	-2	4	-5	-0.2	-4	10
COc1ccc(-c2nnc3n2CCCCC3)cc1OC	-3	4	-0.6	-3	-5	4	0.4	-2	4
S=C(NCCSCc1ccc(Cl)cc1Cl)Nc1ccccc1	29	9	5.4	2	-15	7	0.9	28	9
CCCCN1C(=N)N([C@@H](C)CN2CCC[C@H]2CN2C(N)=NC[C@H]2C(C)C)C[C@H]1[C@H](C)CC	-13	2	-0.3	-10	0	-15	-0.1	-8	11
CC(=O)C1=C(C)NC(SCC(=O)Nc2nc3ccccc3s2)=C(C#N)C1c1ccc(Cl)cc1 (configuration not stated)	-26	1	0.7	-2	-2	-13	-1.0	-3	20
CCOC(=O)c1c(N)sc2c1CCSC2	-22	0	-0.3	-5	-3	1	-0.5	-1	0
O=C(c1ccc(Cl)cc1)N1CCN(c2ccc([N+](=O)[O-])c(NCc3cccnc3)c2)CC1	-26	15	1.4	-6	-3	-5	-0.5	9	13
COc1ccc(C(=O)Cn2ccsc2=NC(C)=O)cc1	-3	-1	0.7	-5	-7	-5	1.3	11	15
COc1ccc(C2=CC(=O)C[C@H](c3ccc(F)cc3)C2)c(OC)c1	-19	17	-0.2	-6	-5	-11	1.1	35	4
C#CCOCCOCCOCCNc1nc(N2CCN(C(=O)CCCCCCCCCCNC(=O)[C@@H](CCC(=O)O)n3cc(CCCCCN)nn3)CC2)nc(N2CCN(C(=O)CCCCCCCCCCNC(=O)[C@@H](CCC(=O)O)n3cc(CCCCCN)nn3)CC2)n1	-7	0	-0.6	1	-3	-10	6.4	0	5
COCCNC(=S)N/N=C/c1ccc(-c2ccc([N+](=O)[O-])cc2)o1	7	8	8.2	3	-4	-13	10	37	15
CNc1nc(OC)nc(N(C#N)CN2C(=O)c3ccccc3S2(=O)=O)n1	-9	13	10	-11	3	3	2.8	-16	-9
Cc1cc(C(=O)N/N=C/c2ccc(-c3cccc(Br)c3)o2)n[nH]1	-8	10	1.6	-1	-5	0	0.0	15	-4
O=C(Nc1cc(Cl)cc(Cl)c1)C(c1ccccc1)N1CCCCC1 (configuration not stated)	-40	-1	1.1	-3	-7	-12	0.8	-22	-6
CN(C(=O)CSc1nnnn1-c1ccc(O)cc1)C1CCS(=O)(=O)C1 (configuration not stated)	2	8	-0.2	1	0	12	2.0	-1	-8
CCCCC(NS(=O)(=O)c1ccc(OC)cc1)C(=O)O (configuration not stated)	-4	1	0.9	-2	-1	-7	1.4	4	22
CCc1cc(=O)oc2c3c(cc(OCC(=O)NC4CC4)c12)OC(C)(C)CC3	-8	2	1.1	-5	-3	2	-0.5	-4	6
COc1ccc(N(CC2CO2)S(=O)(=O)c2ccc(C)cc2)cc1 (configuration not stated)	-4	-1	1.5	-6	-5	-8	1.4	-10	13
CCOC(=O)CN1CC23C=CC(O2)C(C(=O)NC2CCCCC2)C3C1=O (configuration not stated)	-7	5	0.1	-3	3	0	0.0	-11	5
COc1ccc(Nc2nc(-c3cc4cccc(OC)c4oc3=O)cs2)cc1	-9	5	0.5	-8	-11	17	0.2	11	-9
CC(C)C(C(=O)Nc1ccccc1)N1C(=O)c2ccccc2C1=O (configuration not stated)	-15	-1	0.7	-3	1	8	-1.3	-5	-14
CSc1ccccc1OCc1cc(C(=O)NC2CCOC2)no1 (configuration not stated)	-11	3	0.7	-2	-1	-4	1.6	-1	-5

Structures above that contain a thiophene ring, fused or not:
SMILES	CHO parental Ca	TAAR1 agonist	CHO-K1 Ca ag	CHRM1 agonist	OXTR potentiate	CHO-K1 Ca antag	V1aR counter	TAAR1 antagonist	CHO-K1 Ca PAM
N#Cc1c(NC(=O)c2cnccn2)sc2c1CCCC2	-16	20	0.1	-8	-5	-11	6.6	-12	17
CCOC(=O)c1c(N)sc2c1CCSC2	-22	0	-0.3	-5	-3	1	-0.5	-1	0

An excerpt from above, reduced to OXTR potentiate, CHRM1 agonist and TAAR1 antagonist.
SMILES	OXTR potentiate	CHRM1 agonist	TAAR1 antagonist
CC(=O)c1cc(-c2ccccc2)n(CC(=O)Nc2cc(C)cc(C)c2)c1C	8	-3	-21
CCCN(CCC)C(=O)c1ccc2c(c1)N(Cc1ccccc1)C(=O)CS2=O (configuration not stated)	0	-5	0

New compounds follow
SMILES	CHO parental Ca	TAAR1 agonist	CHO-K1 Ca ag	CHRM1 agonist	OXTR potentiate	CHO-K1 Ca antag	V1aR counter	TAAR1 antagonist	CHO-K1 Ca PAM
O=C(O)c1ccc(C(=O)c2cc([N+](=O)[O-])cc([N+](=O)[O-])c2)cc1	nt	0	2.5	-1	nt	0	nt	-24	5
COc1cc(NC(=O)c2cccc3c2C(=O)N(Cc2cccnc2)C3)cc(OC)c1OC	-2	9	1.5	-3	-2	4	0.3	7	-12
COc1cc(CNc2ncnc3c2ncn3[C@H]2CN(Cc3ccco3)C[C@@H](CO)O2)cc(OC)c1OC	nt	2	0.4	-4	nt	-9	nt	-19	2
CC(=O)n1cc([C@H]2C=C(C(=O)Nc3ccccc3)O[C@@H](OCCCCO)C2)c2ccccc21	-17	19	2.2	-3	-9	-15	5.3	29	13
CC(C)CCC[C@](C)(O)c1ccc(C(=O)O)cc1O	nt	1	1.6	nt	nt	-21	nt	12	9
COc1ccc(OCC(=O)Nc2cc(-c3nn4c(C)nnc4s3)ccc2C)cc1	-3	1	0.7	-1	0	5	-0.6	-14	14
CCOC(=O)C1CCN(CC(=O)c2c(C)n(C)c3ccc(OC)cc23)CC1	-12	-1	0.2	-4	-8	6	0.2	14	-2
Fc1ccccc1CSc1nc2ccccc2[nH]1	6	-1	0.0	-7	-2	2	0.2	12	13
Cc1ccn(C(C)CC(=O)N2CCc3ccccc32)n1 (configuration not stated)	-20	-1	0.2	-5	-2	-12	-0.4	-1	20
Cc1ccc2c(c1)-c1c(cnn1CC(=O)O)CO2	-4	4	0.9	-4	-11	-11	1.2	-11	20
COc1ccccc1C(=O)COC(=O)CNC(=O)c1ccc(Br)o1	-10	5	4.5	-3	-1	5	-0.8	-18	6
CCCCC[C@H](C)N1C[C@H](COCc2ccccc2)Oc2cc(N3CC[C@H](N(C)C)C3)ccc2S1(=O)=O	nt	6	4.1	nt	nt	-13	nt	-3	21

Compound activity (PubChem BioAssay)
